GPR151 ag: activators of human GPR151, primary screen, cell-based, PathHunter beta-arrestin, luminescence | G-protein coupled receptor 151 (Homo sapiens), Q8TDV0 | PathHunter beta-arrestin GPR151 cells | activation, % at 11.2 µM | 1% of 650,000 active; in the data active = activation above about 4.9%;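 note: 0% = median of compound wells and 100% = cells with positive control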
Target sequence (Q8TDV0 whole entry, looked up): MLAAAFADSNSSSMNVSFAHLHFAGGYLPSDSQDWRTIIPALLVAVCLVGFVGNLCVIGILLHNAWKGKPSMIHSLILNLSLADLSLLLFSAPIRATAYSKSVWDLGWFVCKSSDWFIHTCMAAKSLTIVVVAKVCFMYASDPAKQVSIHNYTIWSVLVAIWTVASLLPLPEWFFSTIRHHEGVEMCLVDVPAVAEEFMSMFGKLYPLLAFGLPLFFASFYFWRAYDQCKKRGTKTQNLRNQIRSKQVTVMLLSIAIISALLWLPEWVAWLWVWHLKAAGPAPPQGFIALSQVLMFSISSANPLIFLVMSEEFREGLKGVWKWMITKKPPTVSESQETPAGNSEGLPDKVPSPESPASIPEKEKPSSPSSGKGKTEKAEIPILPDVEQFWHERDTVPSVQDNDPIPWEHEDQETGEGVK
TEAD-YAP inh: TEAD-YAP interaction inhibition, primary screen, TEAD-YAP interaction inhibitor project, luminescence, HEK-TIYL cells | AID 1259422, 2018 | inhibition, % at 9.12 µM | 1.4% of 640,000 active | TEAD-Gal4/YAP UAS-luciferase luminescence; in the data active = inhibition above about 32%;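 note: 0% = median of test compound wells and 100% = reference inhibitor wells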
FBW7 act: FBW7 E3 ligase activators, primary screen, biochemical, AlphaScreen, human; 0.13% of 650,000 active; AlphaScreen FBW7–phospho-cyclin E peptide binding, activator screen; normalized activity (activation), % at 26.1 µM; F-box/WD repeat-containing protein 7 (Homo sapiens), Q969H0; in the data active = normalized activity above about 1.9%;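 note: purified mutant Fbw7 with reduced substrate affinity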
Target sequence (Q969H0 whole entry, looked up): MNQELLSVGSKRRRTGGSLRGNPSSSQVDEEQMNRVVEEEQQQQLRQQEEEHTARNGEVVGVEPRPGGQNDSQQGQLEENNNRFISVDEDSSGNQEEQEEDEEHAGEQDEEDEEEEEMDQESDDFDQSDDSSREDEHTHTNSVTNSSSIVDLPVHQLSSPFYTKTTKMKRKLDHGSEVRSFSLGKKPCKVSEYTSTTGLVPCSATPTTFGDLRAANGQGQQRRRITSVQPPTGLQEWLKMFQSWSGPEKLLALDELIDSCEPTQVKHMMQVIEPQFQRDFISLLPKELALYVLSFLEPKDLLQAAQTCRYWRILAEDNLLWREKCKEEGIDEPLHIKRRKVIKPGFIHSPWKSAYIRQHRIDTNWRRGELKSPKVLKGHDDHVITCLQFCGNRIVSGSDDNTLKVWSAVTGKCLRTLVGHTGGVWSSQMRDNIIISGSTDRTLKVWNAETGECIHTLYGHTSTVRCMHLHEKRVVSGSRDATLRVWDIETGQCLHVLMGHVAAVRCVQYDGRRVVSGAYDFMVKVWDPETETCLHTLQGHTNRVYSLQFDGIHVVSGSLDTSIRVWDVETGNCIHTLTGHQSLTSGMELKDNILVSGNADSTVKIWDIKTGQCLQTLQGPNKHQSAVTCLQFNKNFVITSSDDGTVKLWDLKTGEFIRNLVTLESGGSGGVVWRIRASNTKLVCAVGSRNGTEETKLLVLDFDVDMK
MITF primary: MITF inhibitors, primary screen, biochemical, AlphaScreen, human; Microphthalmia-associated transcription factor (Homo sapiens), O75030; AlphaScreen MITF homodimerization, bead proximity signal; inhibition, % at 2.6 µM; 0.91% of 650,000 active; AID 1259374, 2018; in the data active = inhibition above about 50%;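 note: 0% = vehicle wells with protein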
Numbers without * were called inactive; / = no result given.

SMILES	GPR151 ag	TEAD-YAP inh	FBW7 act	MITF primary
c1nc(NCCCN2CCCCCC2)c2[nH]cnc2n1	-2.2	5	0.6	8
O=c1c2c3n(nnc-2nn1-c1ccccc1)CCC3	-1.5	-12	-0.2	10
Clc1cccc(CNc2ncnc3c2c(-c2ccccc2)cn3-c2ccccc2)c1	-1.9	0	0.6	5
CC(NS(=O)(=O)c1ccccc1)C(=O)NC1CCCC1 (stereo unspecified)	-1.2	0	0.1	14
CCCC(c1nnnn1C(C)(C)C)N1CCN(c2nc3ccccc3s2)CC1 (stereo unspecified)	-0.3	4	0.0	-2
CC(C)(C)C(=O)Nc1cccc(C(=O)Nc2ccc(Oc3ccc(C(=O)O)c(C(=O)O)c3)cc2)c1	0.7	8	0.2	16
O=C(Nc1ccc(Br)cc1)N1CCOc2ccccc21	0.4	-8	-0.1	3
O=C(NCc1n[nH]c(=S)n1-c1ccccc1Cl)c1ccc(S(=O)(=O)N2CCOCC2)cc1	1.2	-8	-0.2	-8
CCN(CC)c1ncnc2sc(C(=O)NC3CCCC(C)C3C)c(C)c12 (stereo unspecified)	-0.5	-1	0.1	15
O=C(c1cccc(N2C(=O)C3CC=CCC3C2=O)c1)N1CCc2ccccc2C1 (stereo unspecified)	-0.5	-1	-0.1	3
Cc1cccc(CCNC(=O)Cn2ncc3c2-c2cc(C)ccc2OC3)c1	0.6	-4	0.1	-11
CCOC(=O)C1CCCN(c2c(Nc3cc(C)cc(C)c3)c(=O)c2=O)C1 (stereo unspecified)	-1.5	-5	0.7	-1
C=CCOc1c(Br)cc(/C=N/n2cnnc2)cc1OC	-1.4	-6	0.3	19
O=C(NC(=S)Nc1ccc(I)cn1)c1ccccc1[N+](=O)[O-]	-0.1	-9	0.4	18
COc1ccc(S(=O)(=O)NNC(=O)C23CC4CC(CC(C4)C2)C3)cc1	1.7	13	0.0	3
CNC(=O)c1c(NC(=O)CN2C(=O)CCC2=O)sc2c1CCC(C)C2 (stereo unspecified)	1.4	5	-0.2	2
CCCCCC(=O)CC[C@@H]1[C@@H](C/C=C\CCCC(=O)O)[C@@H](O)C[C@@H]1O	-2.3	/	/	56*
COc1ccc(Nc2ncc(C(=O)Nc3ccccc3OC)c3ccccc23)cc1	0.0	7	0.1	-1
Cc1ccc(-n2nc3ccc(NC(=O)c4cc5ccccc5o4)cc3n2)cc1	-0.3	-20	0.0	-6
COC(=O)C1=CN(Cc2ccc(OC)cc2)C=C(C(=O)OC)C1c1ccccc1OC(C)C	-1.0	-4	0.1	-13
O=C(C1=COCCO1)N1CCN(c2ccccc2)CC1	0.8	7	0.3	5
Cc1ccccc1-c1ccc(=O)n(CC(=O)Nc2ccc(S(=O)(=O)N(C)C)cc2)n1	1.3	1	0.1	15
O=C1Cc2cc(S(=O)(=O)NCc3cccs3)cc3c2N1CCC3	0.1	-1	0.1	-10
COc1ccc(C(C)=O)cc1CSc1ncnc2sccc12	0.0	-9	-0.1	13
CCc1cc2c(N3CCN(Cc4nc5ccccc5[nH]4)CC3)ncnc2s1	0.5	8	0.0	-3
CC(=O)c1ccc(COC(=O)c2cccc(Cl)c2)cc1	-0.3	2	0.1	-8
Cc1oc(-c2cccs2)nc1CSc1nc2ccncc2[nH]1	2.1	3	0.2	19
COC(=O)c1ccccc1NC(=S)Nc1ccc(OC)c(OC)c1	0.5	12	-0.1	0
O=[N+]([O-])c1ccc2ncnc(NCc3ccc(Cl)cc3)c2c1	1.1	31	-0.2	-10
Cc1ccc(C2CC(C(F)(F)F)n3nc(C(=O)N4CCN(c5ccc(F)cc5)CC4)cc3N2)cc1 (stereo unspecified)	-1.4	19	-0.1	10
O=C(Cn1nnc(-c2ccccc2Cl)n1)Nc1cccc(C(F)(F)F)c1	-1.6	-2	0.0	13
CC(C)OC(=O)COc1ccc2c(=O)c(Oc3ccccc3Cl)coc2c1	0.0	12	0.0	8
CCc1ccc(NC(=O)CSc2nnc(C)n2-c2ccccc2)cc1	-0.7	-1	0.2	-4
COc1cc(NC(=O)CCN2CCCCC2)cc(OC)c1	2.1	4	0.1	-5
C[C@@H](O)[C@@H]1NC(=O)[C@H]2CN(C(=O)Oc3ccc(F)cc3)CCN2C1=O	1.6	6	0.0	12
Cc1[nH]n(-c2ccccc2)c(=O)c1C=Nc1cc(Br)ccc1O	-0.8	9	-0.7	-8
COc1ccc(NC(=O)CC2Nc3ccccc3NC2=O)cc1Cl (stereo unspecified)	0.8	-4	0.3	23
COc1ccc(C(=O)Nc2ccc(Cl)cc2C(=O)N2CCOCC2)cc1	3.7	-1	-0.1	16
COc1ccc(S(=O)(=O)N(C)c2ccc(C(=O)Nc3ccccc3SC)cc2)cc1	-0.5	22	0.0	-5
CCCCn1c(NCc2ccco2)nc2ccccc21	-0.5	-3	0.0	9
Cc1noc(C)c1CN1CCN(C(=O)C2CC(=O)N(c3ccccc3)C2)CC1 (stereo unspecified)	2.8	-8	0.1	-6
O=C(Nc1nnc(-c2ccccc2)s1)c1ccc(S(=O)(=O)N2CCOCC2)cc1	1.3	11	0.1	4
Cc1ccccc1C(=O)Nc1ccc2oc(-c3ccccc3F)nc2c1	-1.1	-55	0.6	5
CCN(CC)c1ccc(/C=C2\C(=O)NC(=O)N(C(C)(C)C)C2=O)cc1	0.7	9	-0.2	2
CC1(C)Cc2cccc(OCC(=O)NCC3COC4(CCCCC4)O3)c2O1 (stereo unspecified)	0.2	2	0.1	4
O=C1CC(N2CCCCCC2)C(=O)N1c1ccc2c(c1)OCO2 (stereo unspecified)	-0.4	-3	0.0	4
Cc1cc(C)c2c(c1)cc(C)c1nn(CC(=O)N3CCCC3)c(=O)n12	0.6	3	0.0	10
COCCn1c(=O)c2c(nc3n2CC(C)CN3C2CCCCC2)n(C)c1=O (stereo unspecified)	-0.4	-6	0.0	-9
COc1ccccc1N1CCN(S(=O)(=O)CCN2C(=O)c3ccccc3C2=O)CC1	-0.2	-5	0.1	12
COC(=O)c1ccccc1NS(=O)(=O)c1ccc2[nH]c(=O)ccc2c1	-0.8	2	-0.4	6
O=C(CSCc1ccccc1Br)NC1CC1	-0.6	0	0.0	-7
O=C(Nc1cccc(Cl)c1)c1cccc(NC(=O)c2ccccc2[N+](=O)[O-])c1	-1.5	3	0.5	14
Fc1ccc(-n2cc(-c3ccccc3)c3c(SCc4ccccc4Cl)ncnc32)cc1	-0.8	4	0.1	1
CCOC(=O)c1[nH]c(C)c(C(=O)OC(C)C)c1C	-0.6	-18	0.2	3
FC(OC(F)(F)F)c1nc2ccc(Cl)cc2[nH]1 (stereo unspecified)	-1.1	-3	-0.1	-8
CCOc1cc(C(=O)N2CCCC2)cc(OCC)c1OCC	-0.7	-2	-0.1	1
Cc1ccc(Cl)cc1NC(=O)CN(C)CC(=O)Nc1ccccc1Br	3.5	2	-0.1	-2
CCOC(=O)C1CCC/C1=N/Nc1ccc([N+](=O)[O-])cc1[N+](=O)[O-] (stereo unspecified)	0.7	8	-0.7	-2
O=C(Cc1csc(-n2cccc2)n1)Nc1cccc(-c2nc3ccccc3o2)c1	-0.2	11	-0.2	16
CCOC(=O)c1sc(NC(=O)CCC(=O)O)nc1-c1ccccc1	0.1	2	0.0	-3

More entries.
SMILES	GPR151 ag	TEAD-YAP inh	FBW7 act	MITF primary
CCOc1ccccc1N1CCN(CC(=O)Nc2ccc(N3CCOCC3)cc2)CC1	-1.7	-11	-0.2	-1
N/C(Cc1ccc(Cl)cc1Cl)=N\OC(=O)Cc1cccs1	-0.7	3	-0.1	9
CC1(C)CC(=O)C2=C(C1)C(c1ccc([N+](=O)[O-])o1)c1c([nH]c(=O)[nH]c1=O)N2 (stereo unspecified)	-0.4	7	0.0	-15
CC(C(=O)Nc1cccc2ccccc12)N1C(=O)c2ccccc2C1=O (stereo unspecified)	-0.1	6	0.0	12
CCOC(=O)/C(N)=N/NC(=O)c1ccncc1	0.3	8	0.0	17
COc1ccc(CNS(=O)(=O)c2ccc(F)c(C(=O)Nc3cccc(F)c3)c2)cc1	0.4	7	0.2	-6
COc1cc(C=Nc2ccc(C)cc2O)ccc1OC(C)=O	-0.7	-14	-0.1	-11
Cc1ccc(NC(=O)CNCC2CCCCC2)cc1Br	0.5	11	-0.1	-2
COc1cc(OC)cc(-c2nc(-c3ccc(Cl)cc3)no2)c1	1.1	3	-0.1	10
COc1cc(C2C(C#N)=C(N)N(c3ncn[nH]3)C3=C2C(=O)CC(C)(C)C3)ccc1OCc1ccccc1 (stereo unspecified)	0.8	-7	-0.1	-9
CCc1ccc2c(CC(=O)Nc3nc4ccccc4[nH]3)coc2c1	1.7	1	-0.1	-7
Cc1cc(-c2cccc3[nH]c(C(F)(F)F)nc23)nn1C(=O)c1cccnc1	3.0	63*	-0.2	-1
COc1ccc(C(C)(C)C)cc1NC(=O)COC(=O)c1ccc[nH]c1=O	-0.7	3	0.1	11
CC(C)(C)NC(=O)CN(C(=O)CCN1CCCc2ccccc21)C(C)(C)C	-0.1	4	0.6	-6
COc1cc2nc(-c3csc4ccccc34)nc(Nc3ccccc3)c2cc1OC	-0.4	-6	0.2	11
CN1c2ncccc2C(=O)NC12CCN(C(=O)c1cccs1)CC2	-0.5	5	0.2	-3
CC(=O)OCC12COC(c3ccc(N(C)C)cc3)C(C(C)=CC1C)C2C (stereo unspecified)	1.3	13	-0.1	0
O=C1C(=O)N(CCN2CCOCC2)C(c2ccc(Cl)cc2)/C1=C(/O)c1ccc(S(=O)(=O)N2CCOCC2)cc1 (stereo unspecified)	0.3	1	-0.1	5
CC(=O)c1nnn(-c2nc(N3CCCCC3)nc(N3CCCCC3)n2)c1C	-0.4	6	0.1	3
Cc1nc2c(c(=O)[nH]1)CN(Cc1ccc(N3CCCC3)cc1C)CC2	-0.2	4	-0.1	-5
Cc1cccc(NC(=O)C2CC(=O)N(Cc3ccccc3)C(=Nc3cccc(C(F)(F)F)c3)S2)c1 (stereo unspecified)	1.6	7	-0.1	-4
COc1ccc(C2=N/C(=C/c3cc(Br)ccc3OC)C(=O)O2)cc1Br	1.0	-1	0.0	-6
CC(C)[C@H](Cn1nc(-c2ccc(F)c(F)c2)ccc1=O)NC(=O)c1ccccn1	-0.2	-3	0.1	-8
Cc1[nH]c2ccccc2c1C1=CCN(S(=O)(=O)c2ccc(F)cc2)CC1	-1.0	0	0.3	9
CN(CC(N)=O)S(=O)(=O)c1cc(Cl)ccc1Cl	2.7	-14	-0.1	5
CCC(C)(C)n1nnnc1C(c1ccc(OC)cc1)N1CCN(C2CCCC2)CC1 (stereo unspecified)	-1.0	3	0.2	17
O=C(NCc1cccs1)C1CC12CCN(C(=O)C1CC=CCC1)CC2 (stereo unspecified)	0.6	2	0.0	5
Cc1cc2ccccc2n1CCNC(=O)c1cccc(F)c1	-1.0	-3	-0.4	-10
C=CCCSc1nc2[nH]ncc2c(=O)n1-c1ccccc1Br	-2.5	-2	0.1	17
CCOC(=O)c1cccc(NC(=O)CCc2nc3cccnc3n2Cc2cccs2)c1	-0.3	5	0.0	6
CC(=O)N1CCN(C(c2ccc(Cl)c(Cl)c2)c2sc3nc(C)nn3c2O)CC1 (stereo unspecified)	0.3	-10	0.0	-7
Cc1cc(=O)[nH]c(NNC(=S)NC2CCCCC2)n1	0.3	3	0.0	7
COc1cccc(CC(C2CCN(CCC(C)O)CC2)N(C)C(=O)C2CC2)c1 (stereo unspecified)	-1.1	6	0.0	10
CC1CN(c2ccccc2)c2nc3c(c(=O)n(CCCO)c(=O)n3C)n2C1 (stereo unspecified)	0.3	-8	-0.2	7
Cc1ccc(NC(=O)c2ccc(F)c(S(=O)(=O)NCc3ccccc3)c2)cc1F	1.8	6	-0.1	-3
CCC1C(=O)C(C)(C)C(=O)OC1c1ccc([N+](=O)[O-])cc1 (stereo unspecified)	1.5	8	0.0	10

Exported comma-delimited: entries from further up
Compound,GPR151 ag,TEAD-YAP inh,FBW7 act,MITF primary
c1nc(NCCCN2CCCCCC2)c2[nH]cnc2n1,-2.2,5,0.6,8
O=c1c2c3n(nnc-2nn1-c1ccccc1)CCC3,-1.5,-12,-0.2,10
Clc1cccc(CNc2ncnc3c2c(-c2ccccc2)cn3-c2ccccc2)c1,-1.9,0,0.6,5
CC(NS(=O)(=O)c1ccccc1)C(=O)NC1CCCC1 (stereo unspecified),-1.2,0,0.1,14
CCCC(c1nnnn1C(C)(C)C)N1CCN(c2nc3ccccc3s2)CC1 (stereo unspecified),-0.3,4,0.0,-2
CC(C)(C)C(=O)Nc1cccc(C(=O)Nc2ccc(Oc3ccc(C(=O)O)c(C(=O)O)c3)cc2)c1,0.7,8,0.2,16
O=C(Nc1ccc(Br)cc1)N1CCOc2ccccc21,0.4,-8,-0.1,3
O=C(NCc1n[nH]c(=S)n1-c1ccccc1Cl)c1ccc(S(=O)(=O)N2CCOCC2)cc1,1.2,-8,-0.2,-8
CCN(CC)c1ncnc2sc(C(=O)NC3CCCC(C)C3C)c(C)c12 (stereo unspecified),-0.5,-1,0.1,15
O=C(c1cccc(N2C(=O)C3CC=CCC3C2=O)c1)N1CCc2ccccc2C1 (stereo unspecified),-0.5,-1,-0.1,3
Cc1cccc(CCNC(=O)Cn2ncc3c2-c2cc(C)ccc2OC3)c1,0.6,-4,0.1,-11
CCOC(=O)C1CCCN(c2c(Nc3cc(C)cc(C)c3)c(=O)c2=O)C1 (stereo unspecified),-1.5,-5,0.7,-1
C=CCOc1c(Br)cc(/C=N/n2cnnc2)cc1OC,-1.4,-6,0.3,19

Source: PubChem BioAssay
